INS-1E GSIS act: primary screen for activators of insulin secretion dependent on glucose, INS-1E cells, GLuc reporter luminescence. INS-1E GLuc reporter insulin secretion, 2-3 h. activation, % at 16.6 µM. hit rate 0.61% among 370,000;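 active = lowest replicate activation of at least 40%, so every replicate reaches that level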;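 note: 0% = median of neutral control wells and 100% = median of IBMX positive control wells; some compounds called inactive have numbers as strong as hits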
RAD54 branch: inhibitors of human RAD54 branch migration. Q92698. RAD54 Holliday junction branch migration, FAM/BHQ fluorescence. inhibition, % at 10.4 µM. hit rate 0.14% among 360,000;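 active = mean normalized replicate activity at least 40 and at least half of replicates scoring 40 or more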;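 note: 0% = median of neutral control wells and 100% = median of positive control wells; inhibitors cause a drop in the FAM fluorescence signal; in these data hits start at about 50%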
Target sequence (Q92698 whole entry, looked up): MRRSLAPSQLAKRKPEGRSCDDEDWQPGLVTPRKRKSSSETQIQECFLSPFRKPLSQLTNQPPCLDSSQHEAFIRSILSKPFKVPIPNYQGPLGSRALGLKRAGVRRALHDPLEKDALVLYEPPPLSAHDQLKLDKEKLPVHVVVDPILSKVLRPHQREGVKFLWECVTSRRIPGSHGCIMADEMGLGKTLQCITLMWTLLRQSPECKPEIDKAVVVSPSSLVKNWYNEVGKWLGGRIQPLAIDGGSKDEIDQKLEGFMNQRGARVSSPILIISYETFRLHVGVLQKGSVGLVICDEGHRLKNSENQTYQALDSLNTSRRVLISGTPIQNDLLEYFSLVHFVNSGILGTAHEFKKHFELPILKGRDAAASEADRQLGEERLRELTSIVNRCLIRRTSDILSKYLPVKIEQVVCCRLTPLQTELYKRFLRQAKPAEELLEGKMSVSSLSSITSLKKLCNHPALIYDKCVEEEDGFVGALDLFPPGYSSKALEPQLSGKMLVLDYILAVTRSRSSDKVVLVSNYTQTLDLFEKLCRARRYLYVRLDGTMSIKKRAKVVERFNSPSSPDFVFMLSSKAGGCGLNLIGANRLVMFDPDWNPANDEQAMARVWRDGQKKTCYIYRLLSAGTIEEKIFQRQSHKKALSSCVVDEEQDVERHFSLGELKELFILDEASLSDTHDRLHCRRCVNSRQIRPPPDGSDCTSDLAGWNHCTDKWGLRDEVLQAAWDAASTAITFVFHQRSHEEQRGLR
Numbers without * were called inactive. This is a subset; count on the stated rates, not on these rows.

SMILES	INS-1E GSIS act	RAD54 branch
Cc1ccc(N(C(=O)C(F)(F)F)C(C(=O)NC2CCCCC2)c2cccs2)cc1 (configuration not stated)	3.0	1.8
COc1cccc(Nc2ncc(C(=O)O)c3ccccc23)c1	6.8	-2.0
CSc1nc(-c2ccccc2)nn1S(=O)(=O)c1ccc(Cl)cc1	13.9	-8.1
Cc1cc(C)c(S(=O)(=O)NCCCN2CCOCC2)cc1Br	31.3	-2.6
CCc1ccc(CCC(=O)Nc2sc3c(c2C#N)CCCC3)o1	2.5	-3.9
CC1C(=O)CCC1(C(=O)O)c1ccccc1 (configuration not stated)	17.5	4.4
CCOC(=O)C1=C(CNCc2ccc(C)cc2)NC(=O)NC1c1ccc(OC)cc1 (configuration not stated)	-10.0	-4.3
COCCn1c(SCc2cc(C(C)=O)ccc2OC)nc2cc(Cl)ccc2c1=O	-0.6	-7.4
Cc1cc(-n2nc(C)cc2C)n2nc(C)c(-c3ccccc3)c2n1	-6.4	2.3
COc1ccc(OCCC(=O)NC2=NCCS2)cc1	8.2	-4.2
COc1cccc(N(C(=O)CCl)C(C(=O)NCCc2ccccc2)c2cccs2)c1 (configuration not stated)	44.5	-3.9
O=C(NCCN1C(=O)S/C(=C\c2ccccc2)C1=O)C1CCN(S(=O)(=O)c2cccs2)CC1	-31.5	0.1
CC(=O)c1ccc(OCC(O)COc2ccc(C(C)=O)cc2)cc1	-4.8	10.9
O=C(Nc1ccn(Cc2c(F)c(F)c(F)c(F)c2F)n1)c1ccc(COc2ccccc2Cl)cc1	-19.6	8.0
CCOC(=O)c1ccccc1NC(=O)c1ccccc1SC	43.8	-1.1

Part of the list above, reformatted.
| SMILES | INS-1E GSIS act | RAD54 branch |
| --- | --- | --- |
| Cc1ccc(N(C(=O)C(F)(F)F)C(C(=O)NC2CCCCC2)c2cccs2)cc1 (configuration not stated) | 3.0 | 1.8 |
| COc1cccc(Nc2ncc(C(=O)O)c3ccccc23)c1 | 6.8 | -2.0 |

Following part:
SMILES	INS-1E GSIS act	RAD54 branch
COCCCNC(=O)c1ccc(CS(=O)(=O)Cc2cccc(C)c2)o1	10.4	-0.8
N#CC1=C(N)NC(SCc2ccc(Cl)cc2)=C(C#N)C12CCCCC2	-34.9	9.6
CC(=O)NC1CC2CCCC(C1)N2CC(=O)N1CCCc2ccccc21 (configuration not stated)	5.1	-7.7
CCOc1ccccc1NC(=O)Cn1c(=O)c2ccccc2n(CC)c1=O	7.9	7.6
Cc1ccc(-c2cc(C(=O)NCc3cnn(C)c3)c3cc(Br)ccc3n2)cc1	334.9*	4.5
C=CCNC(=O)c1ccccc1NS(=O)(=O)c1ccc(SC)cc1	-23.3	9.4
Nc1ccc(-n2nnnc2-c2ccco2)cc1	24.6	-0.2
Cc1[nH]c2ccccc2c1CC(=O)O	4.3	-9.9
COc1ccc(Nc2cc(C(=O)NCCCN3CCOCC3)c3ccccc3n2)cc1OC	2.6	-4.3
CC(Cc1cccs1)NC(=O)Nc1ccccc1 (configuration not stated)	-9.6	2.7
Cc1cccc(-c2nc3c(c(SCC(N)=O)n2)CCCC3)c1	7.4	1.0
CC(C)c1cc(C(N)=O)c(NC(=O)c2cccc(COc3ccc(Br)cc3)c2)s1	9.8	-4.5
Nc1nc(SCC(=O)NCCCO)nc2sc3c(c12)CCC3	10.2	0.4
Cn1c(CNc2ccccc2)nc2ccccc21	29.4	-14.1
CCOC(=O)c1c(C)c(C(=O)O)n(C)c1C	1.2	12.0
COc1ccc(CNC(=O)C2CC(c3ccc(OC)cc3)=NO2)cc1 (configuration not stated)	7.8	6.2
O=C1CSC(c2ccc(Cl)cc2)N1 (configuration not stated)	3.5	-3.8
Cc1ccccc1NC(=S)NC(NC(=O)N(C)C)C(Cl)(Cl)Cl (configuration not stated)	-4.5	-6.4
O=C(Cn1nnc(-c2ccccc2)n1)OC1CCOC1=O (configuration not stated)	8.0	2.4
CCCCCc1c(C)nc(N2CCc3ccccc3C2)[nH]c1=O	3.2	4.5
CCOC(=O)N1CCC(NC(=O)Cn2cccc2C(=O)c2ccccc2C)CC1	-4.7	9.5
CC(c1ccccc1)N1CCn2c(nc3cc(NC(=O)NC4CCCCC4)ccc32)C1 (configuration not stated)	-8.1	-4.8
CCOC(=O)c1cccc(NC(=O)C(C)N2C(=O)c3ccccc3C2=O)c1 (configuration not stated)	-6.1	0.6
O=S(=O)(/N=C(\Sc1ccccc1)c1ccccc1)c1ccc(Cl)cc1	6.2	0.2
Nc1c(C(=O)Nc2ccc(Br)cc2)sc2nc(-c3ccco3)ccc12	-2.3	-0.7
O=C(CN(Cc1ccccc1)C(=O)c1cc2c(s1)CCC2)NCc1cccs1	-5.3	5.1
N#Cc1cc2ccccc2nc1SCc1ccccn1	22.9	-8.9
CC(=O)c1cccc(NC(=O)C2C3C=CC(C4CC34)C2C(=O)O)c1 (configuration not stated)	-9.7	-10.6
CCOC(=O)Cc1csc(/C(=N/O)C(N)=O)n1	16.9	-4.8
COc1ccccc1N1CCN(C(=O)Oc2ccccc2)CC1	1.7	-14.7

Of the compounds above, these have fluorine:
SMILES	INS-1E GSIS act	RAD54 branch
Cc1ccc(N(C(=O)C(F)(F)F)C(C(=O)NC2CCCCC2)c2cccs2)cc1 (configuration not stated)	3.0	1.8
O=C(Nc1ccn(Cc2c(F)c(F)c(F)c(F)c2F)n1)c1ccc(COc2ccccc2Cl)cc1	-19.6	8.0

Next part
SMILES	INS-1E GSIS act	RAD54 branch
c1ccc(CCn2nnnc2CN2CCN(C3CCCC3)CC2)cc1	-0.6	-5.9
CCOC(=O)Cn1cc([N+](=O)[O-])c(OC)n1	-4.1	-8.8
CCOC(=O)N1CCN(c2c(NCCCN(CC)Cc3ccccc3)c(=O)c2=O)CC1	13.6	-4.1
CCCN1Cc2cccc(C(=O)NCc3ccccc3)c2C1=O	72.4*	-5.2
COc1ccc2c(c1OC)C(=O)OC2Nn1cncn1 (configuration not stated)	11.9	-6.4
CC(=O)Nc1ccc2ccc3cccc4ccc1c2c34	6.6	-9.1
COc1cccc(S(=O)(=O)Nc2ccc(C(=O)NCc3ccco3)cc2)c1	4.0	1.0
CC(=O)Nc1cccc(NC(=O)CCn2c(=O)sc3ccccc32)c1	19.0	0.9
c1ccc(Cn2nnc3c(N4CCN(Cc5ccc6c(c5)OCO6)CC4)ncnc32)cc1	-30.3	3.2
CCn1c(=O)c(C(=O)NCCN2CCCCC2)c(O)c2ccccc21	28.6	3.2
C#CC[N+]1(CC#Cc2ccccc2)CCCC1	1.9	3.7
Cc1cc2oc(=O)cc(CN3CCOCC3)c2cc1C	14.9	-5.0
O=C(NCCc1ccncc1)Nc1ccc(Cl)cc1	12.1	-10.0
O=C(O)c1ccc2c(c1)NC(=O)C(N1CCCC1)S2 (configuration not stated)	10.6	-20.2
COc1cccc(CNC(=O)C2CCCN(S(=O)(=O)c3cccc4nonc34)C2)c1 (configuration not stated)	1.8	-1.1
COc1cc(C(=O)OCC(=O)N2CCCC2)cc(OC)c1OC	6.0	0.9
CCOC(=O)C1CCCN(Cc2ccccc2F)C1 (configuration not stated)	7.9	0.2
COC(=O)C(F)(Sc1c(C)n(C)n(-c2ccccc2)c1=O)C(F)(F)F (configuration not stated)	5.0	7.5
O=c1cc(-c2ccccc2)c2c([nH]1)CCCC2	22.0	-1.1
CN(C)C(=O)C12CCC(C)(c3nc4ccccc4nc31)C2(C)C (configuration not stated)	7.4	12.5
COc1cccc(CN(CC(=O)NC2CCCC2)C(=O)CCC(=O)Nc2cc(C)on2)c1	1.8	7.8
O=C(c1nn(-c2ccccc2)c(=O)c2ccccc12)N1CCN(c2ccccn2)CC1	-2.8	3.0
CCCOc1ccc(-c2nnn(CC(=O)N3CCC(C)CC3)n2)cc1	-29.0	-14.3
Cc1c(Cl)cccc1NC(=O)CCCN1C(=O)CCC1=O	9.9	-4.7
CC(NC(=O)c1ccco1)C1COc2ccccc2O1 (configuration not stated)	23.6	4.5
CSCSC1=C(C#N)C(c2ccccc2Cl)C(C(C)=O)=C(C)N1 (configuration not stated)	-8.6	0.7
Cc1ccc(Nc2nc3c([nH]2)c(=O)n(C)c(=O)n3C)cc1	1.5	2.2
CCOC(=O)c1nnn(CC(=O)N2N=C(c3ccc(Cl)cc3)CC2c2ccc(OC)cc2)c1C(=O)OCC (configuration not stated)	-1.7	6.8
CCOC(=O)c1ccc(NC(=O)C2(c3ccc(OC)cc3)CCOCC2)cc1	-25.6	9.8
COc1cc(CNc2ccc3c(c2)CCC3)cc(OC)c1O	-24.4	2.5
Cn1c(=O)n(CCc2ccccc2)c(=O)c2c1nc1n2CCCN1Cc1ccccc1	-15.3	-1.7
CCc1ccc(NC(=O)CSC2=C(C#N)C(c3ccco3)C3=C(CCCC3=O)N2)cc1 (configuration not stated)	-20.7	-13.9
N#CC1=C2SCC(O)(c3ccccc3)N2C(=O)CC1c1ccccc1F (configuration not stated)	-8.9	1.2
O=S(Cc1ccc(Cl)cc1)CC(O)COCc1ccc(Cl)cc1 (configuration not stated)	-13.3	5.5
FC(F)(F)c1cnc(-n2cc[nH]c2=S)c(Cl)c1	2.2	-5.0
CC(=O)N1c2ccccc2C(C)(C)C2CCC(C)CC21 (configuration not stated)	2.4	-22.1
COc1ccc(Nc2nc(C)cc(C)c2C(N)=O)cc1	-0.9	8.0
CS(=O)(=O)Nc1ccc(C(=O)NCc2ccc3c(c2)OCO3)cc1	5.8	-1.2
CSc1nc(-c2ccccc2)nc(SC)c1C(C)=O	-17.5	-0.4
COc1cc(OC)cc(C(=O)NC(=S)N2CCN(c3ccc(C(F)(F)F)cc3[N+](=O)[O-])CC2)c1	-20.9	3.0
CCOc1ccc(-c2nn(-c3ccccc3)cc2/C=C2\SC(=S)N(C3CCS(=O)(=O)C3)C2=O)cc1 (configuration not stated)	10.8	-22.4
Cc1cnn(C(=O)c2cc(-c3ccccc3)nc3ccccc23)c1	25.4	-1.1
O=C(c1ccco1)N1CCN(c2ccc(Cl)c(Cl)c2)CC1	-26.2	1.5
Cc1ccnc(NC(=O)/C=C/c2cccs2)c1	1.2	6.7
CCC(C)NC(=O)CSc1ncccc1C(=O)O (configuration not stated)	9.8	1.5

Of the compounds above, these have a CF3 group:
SMILES	INS-1E GSIS act	RAD54 branch
Cc1ccc(N(C(=O)C(F)(F)F)C(C(=O)NC2CCCCC2)c2cccs2)cc1 (configuration not stated)	3.0	1.8
COC(=O)C(F)(Sc1c(C)n(C)n(-c2ccccc2)c1=O)C(F)(F)F (configuration not stated)	5.0	7.5
FC(F)(F)c1cnc(-n2cc[nH]c2=S)c(Cl)c1	2.2	-5.0
COc1cc(OC)cc(C(=O)NC(=S)N2CCN(c3ccc(C(F)(F)F)cc3[N+](=O)[O-])CC2)c1	-20.9	3.0

Continued:
SMILES	INS-1E GSIS act	RAD54 branch
Cc1ccc(C(=O)CCNc2ccc(F)c(Cl)c2)o1	-20.5	-0.4
Cc1nn(C(=O)c2ccco2)c(C)c1CN1C(=O)c2ccccc2C1=O	15.8	-5.2
O=C(Cc1n[nH]c(=O)c2ccccc12)Nc1ccc(-c2nnc3n2CCCCC3)cc1	4.9	-2.3
COc1ccc(CC(=O)N2CCN(c3ccc(C4=NNC(=O)CC4C)cc3)CC2)cc1 (configuration not stated)	31.5	-7.7
COc1cc(OC)c(OC)cc1CN1CCN(c2ccccc2OC)CC1	2.3	10.9
COC(=O)c1cc(C#N)c(Oc2cccc(C)c2C)nc1C	-17.9	10.3
CCc1ccc(N2CC(C(=O)Nc3ccccc3F)CC2=O)cc1 (configuration not stated)	10.6	-4.9
CC(C)(C)SCCNC(=O)CN(c1ccc(F)cc1)S(C)(=O)=O	24.2	3.6
CCOc1cc(/C=N/NC(=O)c2nn(C)cc2Br)ccc1OCc1ccccc1	-17.9	4.6
CCC(Sc1nc(C)cc(=O)[nH]1)C(=O)Nc1nc(-c2ccccc2)cs1 (configuration not stated)	0.9	-7.9
COc1ccc(OC)c(NC(=O)Cn2c(CCC(=O)O)ccc2-c2cccs2)c1	11.5	-5.8
CCOC(=O)C1CCN(C(=O)Nc2ccc3nc(C)c(C)nc3c2)CC1	0.7	-2.8
COCCN(CCOC)S(=O)(=O)c1ccc(OC)cc1	24.6	5.3
COC(=O)c1sccc1NS(=O)(=O)c1ccc(OC)cc1	3.0	-3.3

Six entries from above, sorted by the number in INS-1E GSIS act, high to low:
SMILES | INS-1E GSIS act
COCCN(CCOC)S(=O)(=O)c1ccc(OC)cc1 | 24.6
CC(C)(C)SCCNC(=O)CN(c1ccc(F)cc1)S(C)(=O)=O | 24.2
Cc1nn(C(=O)c2ccco2)c(C)c1CN1C(=O)c2ccccc2C1=O | 15.8
CCc1ccc(N2CC(C(=O)Nc3ccccc3F)CC2=O)cc1 (configuration not stated) | 10.6
COc1cc(OC)c(OC)cc1CN1CCN(c2ccccc2OC)CC1 | 2.3
CCOC(=O)C1CCN(C(=O)Nc2ccc3nc(C)c(C)nc3c2)CC1 | 0.7

High-throughput results deposited in PubChem by Broad Institute.
